Bioassay records from PubChem.
Ba/F3 V617F tox = reduced viability of JAK2V617F-dependent Ba/F3 cells, primary screen, JAK2V617F inhibitor project, cell-based, Ba/F3 EpoR-JAK2V617F, luminescence; ATP luminescence; inhibition, % at 5.6 µM; actives 1.1% (n = 220,000); AID 1446, 2008;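 active = inhibition above the campaign mean plus 3 SD over all tested compounds, cut at about 24% in these data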;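 note: cytokine-independent growth of Ba/F3 cells driven by EpoR plus mutant JAK2; 0% = DMSO-treated cells and 100% = JAK inhibitor I control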
BaF3 parental = parental Ba/F3 cell viability inhibition, counter-screen for JAK2V617F inhibitor project, murine pro-B, CellTiter-Glo luminescence; CellTiter-Glo ATP luminescence; actives 1.1% (n = 220,000); inhibition, % at 5.6 µM;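 active = inhibition above a per-campaign cutoff, the mean inhibition of all tested compounds plus 3 SD, cut at about 27% in these data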;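 note: 0% = DMSO wells and 100% = JAK Inhibitor I control wells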
EP2 antag = human EP2 receptor antagonists, primary screen, TR-FRET cAMP, C6 glioma cells; Prostaglandin E2 receptor EP2 subtype (Homo sapiens), P43116; C6 glioma cells expressing human EP2; cells stimulated with saturating PGE2; inhibition, % at 25 µM; actives 0.52% (n = 260,000);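 active = percent inhibition above 40 after rounding to a whole number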;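 note: rat C6 glioma host cells with rolipram phosphodiesterase inhibitor present; the protocol text gives 20 µM as final concentration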
NCF1 inh = p47phox/p22phox peptide binding inhibitors, primary screen, biochemical, uHTS, NADPH oxidase regulatory subunit; Neutrophil cytosol factor 1 (Homo sapiens), P14598; fluorescence polarization, 2 h; inhibition, % at 24.7 µM; actives 0.53% (n = 220,000); AID 1274, 2008;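 active = inhibition above about 30%, limit read from the data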;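 note: 0% = p47phox with labelled peptide and 100% = labelled peptide alone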
Tb hexokinase = Trypanosoma brucei hexokinase 1 inhibitors, primary screen, biochemical, G6PDH-coupled NADH absorbance, MLSCN library. inhibition, % at 10 µM. recombinant TbHK1, G6PDH-coupled NADH A340. actives 0.11% (n = 220,000). AID 1430, 2008;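 active = inhibition of 50% or more in the single-dose primary screen; inactive = inhibition below 50%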
p97 inhibitor = inhibitors of human p97 ATPase, primary screen, biochemical; recombinant p97 ATPase, Kinase-Glo ATP luminescence, 3 h; inhibition, % at 8 µM; actives 0.42% (n = 220,000); in the data active = inhibition above about 15%;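 note: 0% = DMSO vehicle and 100% = wells lacking enzyme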
Target sequence (P55072 whole entry, looked up): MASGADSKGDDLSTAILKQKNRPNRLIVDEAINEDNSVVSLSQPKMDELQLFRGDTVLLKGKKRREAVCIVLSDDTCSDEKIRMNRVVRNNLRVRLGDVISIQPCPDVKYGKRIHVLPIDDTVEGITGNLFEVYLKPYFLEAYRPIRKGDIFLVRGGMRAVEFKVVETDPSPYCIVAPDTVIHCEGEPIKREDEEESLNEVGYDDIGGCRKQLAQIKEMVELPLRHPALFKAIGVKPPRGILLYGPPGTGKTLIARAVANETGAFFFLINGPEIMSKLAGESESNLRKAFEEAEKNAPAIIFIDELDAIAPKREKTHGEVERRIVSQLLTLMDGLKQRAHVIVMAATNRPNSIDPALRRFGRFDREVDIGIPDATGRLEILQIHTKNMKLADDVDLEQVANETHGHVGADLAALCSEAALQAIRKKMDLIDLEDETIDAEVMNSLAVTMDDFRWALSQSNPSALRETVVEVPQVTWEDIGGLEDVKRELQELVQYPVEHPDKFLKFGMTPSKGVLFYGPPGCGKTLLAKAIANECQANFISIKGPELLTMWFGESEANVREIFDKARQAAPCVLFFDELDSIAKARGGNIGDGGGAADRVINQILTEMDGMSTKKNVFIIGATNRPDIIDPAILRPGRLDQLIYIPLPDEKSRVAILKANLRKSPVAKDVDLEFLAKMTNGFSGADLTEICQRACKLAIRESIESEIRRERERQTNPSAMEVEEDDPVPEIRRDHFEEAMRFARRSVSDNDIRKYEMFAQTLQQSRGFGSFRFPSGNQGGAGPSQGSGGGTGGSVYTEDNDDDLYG
Furin inh = human furin inhibitors, primary screen, biochemical, fluorescence intensity | P09958 | purified furin, fluorogenic substrate cleavage | inhibition, % at 30 µM | actives 0.061% (n = 220,000) | AID 463115, 2010; in the data active = inhibition above about 25%; note: inactives centre near -15
PPC-1+TRAIL kill = compounds killing PPC-1 cancer cells with TRAIL present, primary screen, TRAIL potentiator project, ATPLite luminescence, uHTS. actives 0.41% (n = 220,000). cell killing (% activity), % at 4 µM. PPC-1 cells + TRAIL, ATPLite viability luminescence;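 active = cell killing above 50% in the first pass at 4 µM, then a duplicate retest at 5 µM averaging 50% or more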;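 note: plate controls were cells with TRAIL plus DMSO for no effect and medium-only wells lacking cells for full effect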
RBBP9 inh = human RBBP9 inhibitors, primary screen, biochemical, fluorescence polarization, FP-Rh probe, HTS; inhibition, % at 7.94 µM; recombinant RBBP9; actives 0.2% (n = 220,000);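 active = inhibition above the campaign mean of all tested compounds plus 3 SD, cut at about 14% in these data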;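 note: plate controls were DMSO wells with RBBP9 for no effect and wells lacking RBBP9 protein for full effect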
Target sequence (O75884 whole entry, looked up): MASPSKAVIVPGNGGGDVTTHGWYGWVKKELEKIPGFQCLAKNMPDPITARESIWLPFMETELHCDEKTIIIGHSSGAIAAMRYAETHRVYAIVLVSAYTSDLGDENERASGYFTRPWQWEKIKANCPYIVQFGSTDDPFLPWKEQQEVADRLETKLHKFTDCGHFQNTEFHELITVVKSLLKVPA
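Measured by: FP readout at 525/598 nm; material: recombinant human RBBP9; also added: Serine-hydrolase probe FP-Rh, 375 nM pre-mixing; medium: Tris buffer pH 8.0, NaCl, Pluronic; replication: one well per compound; doses: one concentration, 7.94 µM nominal, 0.794% DMSO; timing: preincubation 30 min plus labeling 45 min at 25 °C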
The depositor's hits bear a star; . = no result given; & = joins results of further samples; [ ] = remark or other dose.

SMILES	Ba/F3 V617F tox	BaF3 parental	EP2 antag	NCF1 inh	Tb hexokinase	p97 inhibitor	Furin inh	PPC-1+TRAIL kill	RBBP9 inh
COc1ccc(N2CCN(C(=O)c3ccc(CNc4c(N5CCOCC5)c(=O)c4=O)cc3)CC2)cc1	1.1	5.3	.	.	-9.9	2.6	-23.3	.	-4.2
CCN(c1cccc(C(F)(F)F)c1)S(=O)(=O)c1ccc2c(c1)CCN2C(=O)C1CC1	0.8	3.4	17.6	-7.6	7.1	-15.9	-15.1[20 µM]	1.4	-5.1
CC1Cc2nc(SCC(=O)Nc3ccc4c(c3)OCO4)n(CCc3ccccc3)c(=O)c2S1 (stereo unspecified)	-2.3	2.3	7.1	-10.4	4.1	1.8	-19.4	33.0	-4.4
COc1ccc(N/N=C(/C#N)S(=O)(=O)c2nsc(C)c2C#N)cc1	2.3	7.3	13.8	-11.2	-28.2	-1.3	-12.2[20 µM]	32.5	1.2
CC(Oc1ccccc1)C(=O)Nc1cccc(F)c1 (stereo unspecified)	-4.0	3.4	4.1	-14.9	-3.9	2.3	-5.4[20 µM]	12.4	6.3
CC1(c2ccccc2)CC(C)(C)N(C(=O)CSc2nnc(N)s2)c2ccccc21 (stereo unspecified)	-3.2	4.3	5.4	0.6	2.5	-2.1	-17.9	8.6	-1.4
CCOc1ccc(C(=O)NC(=S)Nc2ccccn2)cc1[N+](=O)[O-]	-3.3	0.2	12.4	-1.2	-5.6	6.2	-17.3	.	-7.2
CC(C)CCN(C(=S)Nc1cccc(F)c1)C1CCN(C(C)C)CC1	-2.5	0.7	2.3	.	-4.6	1.0	-36.0	10.4	-6.5
COc1ccc2[nH]c3c(=O)n(Cc4ccc(C(=O)N5CCCC5)cc4)c(=S)[nH]c3c2c1	4.5	0.2	3.0	11.6	-1.1	-4.0	-6.4	.	-12.6
COC(=O)c1cccc(Cn2nnc3ccccc3c2=O)c1	-2.5	-2.4	10.4	114.0*	0.2	0.0	-20.8[20 µM]	-5.6	-3.1
CCOC(=O)/C(=C\Nc1ccc(OC(F)(F)F)cc1)Sc1ncc(C(F)(F)F)cc1Cl	0.8	5.0	12.5	-14.8	-33.5	-4.5	-28.5[20 µM]	3.0	-5.4
CCCCOc1ccc(C(=O)C(CN2CCOCC2)c2ccccc2)cc1 (stereo unspecified)	11.7	3.8	7.5	-0.3	-12.0	-6.3	3.7[20 µM]	23.9	-7.7
CCOC(=O)C1CCCN(C(=O)c2csc(-c3ccc4c(c3)CCO4)n2)C1 (stereo unspecified)	0.5	2.9	17.4	4.8	-11.2	-4.7	-12.6	1.1	-8.5
CCOc1ccc2c(c1)[N+](C)(C)C(C)(C)C=C2C	54.1*	60.5*	4.9	4.6	-0.2	2.8	-18.1	22.3	-10.8
CC1CN(C2CCN(S(=O)(=O)c3ccc(F)cc3)CC2)CC(C)O1 (stereo unspecified)	1.3	3.8	7.1	0.5	-6.0	4.8	-9.8[20 µM]	14.9	2.5
C=CCn1c(SCC(=O)NC2CCCCC2)nnc1C1CCCCC1	2.8	2.2	7.3	-17.0	3.8	-7.3	-6.0[20 µM]	-9.4	-3.0
COc1ccc2c3c(cccc13)C(=O)N(O)C2=O	30.1*	1.5	7.3	4.2	24.1	5.0	-19.4	11.2	-8.4
COc1ccc(/C=C2\CCCC3C2=NN(C(=O)COC(=O)CNC(=O)c2ccccc2)C3c2ccc(OC)cc2)cc1 (stereo unspecified)	1.2	2.0	3.3	-23.6	-28.9	-3.2	2.4[20 µM]	19.8	-9.4
CCn1c(-c2csc3ccccc23)n[nH]c1=S	-2.0	5.2	9.5	-5.1	20.4	2.8	-23.7	-5.2	-5.6
Cc1nc(SCCC(C)C)c([N+](=O)[O-])[nH]1	-0.8	1.9	12.5	1.5	-10.9	-0.8	-15.4[20 µM]	1.8	0.6
CC(=O)OCCNC(=O)c1cc2ccccc2oc1=O	2.2	2.4	6.4	-8.2	-14.1	-7.8	-8.2[20 µM]	-10.6	-6.1
O=c1c2ccccc2nc(-c2ccccc2)n1CCN1CCOCC1	-2.5	1.0	1.1	1.3	-7.2	6.1	-11.2	8.6	-3.0
Cc1cccc(N=C2NC(=O)CS2)c1C	4.1	3.4	0.4	2.4	-8.4	2.7	-11.2[20 µM]	-9.5	-9.5
Cc1ccc(-n2nc(C)c3c(C)c(CCC(=O)NC(C)c4ccccc4)c(C)nc32)cc1 (stereo unspecified)	-2.7	1.9	11.0	-19.3	-12.1	3.4	-10.8	5.7	-5.5
CC(C)OC(=O)CC12CN3CC(CC(=O)OC(C)C)(CN(C1)C(=O)c1ccccc1C3=O)C2=O	-2.2	4.7	3.3	4.2	4.2	-2.7	-10.6	-6.0	-1.4

Three compounds drawn at random from those above, as already listed:
SMILES	Ba/F3 V617F tox	BaF3 parental	EP2 antag	NCF1 inh	Tb hexokinase	p97 inhibitor	Furin inh	PPC-1+TRAIL kill	RBBP9 inh
COc1ccc(/C=C2\CCCC3C2=NN(C(=O)COC(=O)CNC(=O)c2ccccc2)C3c2ccc(OC)cc2)cc1 (stereo unspecified)	1.2	2.0	3.3	-23.6	-28.9	-3.2	2.4[20 µM]	19.8	-9.4
CCN(c1cccc(C(F)(F)F)c1)S(=O)(=O)c1ccc2c(c1)CCN2C(=O)C1CC1	0.8	3.4	17.6	-7.6	7.1	-15.9	-15.1[20 µM]	1.4	-5.1
CC(Oc1ccccc1)C(=O)Nc1cccc(F)c1 (stereo unspecified)	-4.0	3.4	4.1	-14.9	-3.9	2.3	-5.4[20 µM]	12.4	6.3

(list continues)
SMILES	Ba/F3 V617F tox	BaF3 parental	EP2 antag	NCF1 inh	Tb hexokinase	p97 inhibitor	Furin inh	PPC-1+TRAIL kill	RBBP9 inh
COc1cc(NC(=O)CSc2nnc(C)s2)cc(OC)c1	-1.8	0.1	8.7&12.6	-1.6	-6.7	2.4	-28.3	1.4	-1.0
Cc1nnc(NC(=O)CN2C(=O)c3ccccc3S2(=O)=O)s1	-2.9	-0.3	11.5	-2.0	-0.5	-2.8	-8.3[20 µM]	12.5	-7.5
Cc1cc(C)c(C)c(S(=O)(=O)N[C@@H](C)C(=O)OC(C)C(=O)NC(N)=O)c1C (stereo partly specified)	0.2	-2.5	7.9	-4.2	6.0	-1.3	-25.0	18.2	-0.8
CCOC(=O)C/C(C)=N/NC(=O)c1cccs1	-3.5	0.1	9.1	-14.6	-0.5	1.1	-13.1[20 µM]	1.2	-1.8
CN1CCCC(OC(=O)/C(C#N)=C/c2ccccc2)C1 (stereo unspecified)	4.0	-2.5	2.8	0.4	4.2	-2.5	-11.2	21.6	-7.2
O=C(NNC(=S)NC(=O)C12CC3CC(CC(C3)C1)C2)c1ccncc1	-1.1	3.2	15.0	-1.9	-11.0	8.1	-19.0	-6.9	-0.3
CCOC(=O)C1C(c2ccc(O)c(OC)c2)NC(=S)NC1(O)C(F)(F)F (stereo unspecified)	2.8	8.8	10.2	-7.9	-1.3	-2.4	-11.3	13.1	1.9
COC(=O)C(C(=O)Nc1ccccc1C)C1CCCCCC1 (stereo unspecified)	4.3	5.8	8.4	3.0	4.3	1.2	-17.9	16.3	-3.3
CNc1nc(C)c(C(=O)c2ccc(Cl)cc2)s1	-3.7	3.8	13.1	-0.3	-39.5	2.0	0.2[20 µM]	36.3	-0.1
CCCc1c(C(=O)Nc2cc(C)on2)cnn1-c1ccccc1	-0.2	-1.1	6.6	-10.7	-7.2	3.0	-11.8	5.0	1.7
COc1ccc(/C=N/n2cnc3c([nH]c4ccccc43)c2=O)cc1COc1ccccn1	-4.0	5.1	4.2	-33.1	-6.1	3.7	-30.4	.	0.6
O=C(CCSCc1ccc(Cl)cc1)NCc1cccnc1	-0.6	9.2	5.1	-9.8	3.6	1.1	-29.0	4.6	-8.0
O=S(=O)(NCc1ccncc1)c1ccc(S(=O)(=O)NCC2CCCO2)cc1 (stereo unspecified)	25.2*	28.2*	17.7	-10.7	-1.0	6.5	-1.4	7.7	-7.5
O=C(NC1CCCCC1)N1CCc2ccccc21	3.0	7.1	7.6	-4.9	1.3	-1.3	-5.2[20 µM]	23.1	-6.4
Cc1cc(C)n(CC(=O)N/N=C/c2cccs2)n1	-0.8	5.5	1.9	-9.3	-4.9	6.3	-17.4	24.1	-13.5
CCC(C)NC(=O)CC(c1ccccc1)c1cc(C)ccc1O (stereo unspecified)	3.4	3.5	3.2	-11.2	0.4	-4.2	-19.7	-22.4	-6.1
COc1cc(CNCCc2ccccc2)ccc1OCC(N)=O	1.4	4.9	8.8	-4.3	-0.6	-2.1	-9.1	5.3	-2.2
Cc1ccc(-c2cc(C)nc3ncnn23)cc1	2.2	9.2	4.4	3.7	-4.9	-2.9	-16.4	-2.0	-6.5
O=C(CSc1ncccn1)NN=C1CCCCCCC1	-1.1	1.2	14.1	-1.8	-0.3	4.2	-20.3[20 µM]	13.2	5.7
CC(C)(C)OC(=O)NCCC(=O)N/N=C/c1cccc2nccnc12	1.4	-0.2	5.5	-4.5	-22.6	-8.0	-13.6	-1.4	-1.6
COC(=O)c1cccnc1Oc1ccccc1	-2.1	-1.9	11.8	-4.5	-6.6	0.8	-18.2	18.8	-8.5
Cc1ccc(OCC(=O)Nc2ccc3c(c2)nc2n3CCOC2)cc1	-1.0	6.3	13.0	1.9	-0.9	5.0	-19.5	-0.4	-1.1
CCOC(=O)/C=c1\s/c(=C(\C#N)C(N)=O)n(-c2ccccc2)c1=O	0.2	3.3	3.8	-1.8	-32.5	-1.7	-20.6	-6.9	0.7
O=C(CN(C(=O)C1CSC(=O)C1)c1cccc(F)c1)NC1CCCC1 (stereo unspecified)	3.1	7.0	16.6&2.8	-4.9	3.1	-3.2	-11.4	30.8	-3.4
CC(=O)N1N=C(c2ccc(C)o2)CC1c1ccc(Br)cc1 (stereo unspecified)	-1.0	-2.4	10.5	-3.7	-2.4	3.1	-15.9[20 µM]	12.1	-1.9
CCOC(=O)N1CCC2(CC1)C(C#N)=C(N)OC1=C2C(=O)CC(C)C1 (stereo unspecified)	1.1	5.8	5.8	-10.1	-1.7	5.9	-19.0[20 µM]	-4.7	-1.4
COC(=O)Nc1ccc(S(=O)(=O)N2CCCC(C(=O)N3CCCCCC3)C2)cc1 (stereo unspecified)	-0.3	0.5	2.6	2.8	-14.4	-0.2	-13.2	8.7	-5.4
COC(=O)C(C)(C)ONC(=O)Nc1ccccc1Br	0.6	4.3	5.3	-6.4	33.0	0.0	-6.6	10.9	-1.7
Cc1ccc(NC(=O)c2ccc(S(=O)(=O)C(F)F)cc2)c(C)c1	-4.5	2.0	4.9	-2.0	-0.1	4.6	-17.5	37.7	-4.5
CC/C(=N\O)C(C)(C)/[N+]([O-])=C/c1ccc(Br)cc1	1.8	4.6	2.8	-6.8	-0.6	-0.4	-26.0	-0.4	-9.5

Not all compounds are listed. The share of hits here may be higher or lower than overall.
